bIAP activator – bovine intestinal alkaline phosphatase activators, primary screen, biochemical, bovine IAP, CDP-star luminescence | alkaline phosphatase, intestinal [Bos taurus] | purified bovine IAP, 30 min; hits give high values; fold of DMSO-control signal, blank-subtracted | activation factor at 20 µM | 200,000 compounds, 0.17% hits | AID 1016, 2008;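 active means activation factor of 2 or more at 20 µM, a signal rise over negative controls twice the positive control's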
TNAP inh noacc – human TNAP enzyme inhibitors, primary screen, biochemical, luminescent, no phosphate acceptor, uHTS | purified TNAP, CDP-star luminescence, 30 min | 200,000 compounds, 0.26% hits | inhibition, % at 20 µM | Alkaline phosphatase, tissue-nonspecific isozyme (Homo sapiens), P05186;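 active means tissue-nonspecific alkaline phosphatase inhibition above about 50% at 20 µM in the single-dose screen, limit read from the data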;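 further: 0% = DMSO negative control and 100% = EDTA positive control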
Target sequence (P05186 whole entry, looked up): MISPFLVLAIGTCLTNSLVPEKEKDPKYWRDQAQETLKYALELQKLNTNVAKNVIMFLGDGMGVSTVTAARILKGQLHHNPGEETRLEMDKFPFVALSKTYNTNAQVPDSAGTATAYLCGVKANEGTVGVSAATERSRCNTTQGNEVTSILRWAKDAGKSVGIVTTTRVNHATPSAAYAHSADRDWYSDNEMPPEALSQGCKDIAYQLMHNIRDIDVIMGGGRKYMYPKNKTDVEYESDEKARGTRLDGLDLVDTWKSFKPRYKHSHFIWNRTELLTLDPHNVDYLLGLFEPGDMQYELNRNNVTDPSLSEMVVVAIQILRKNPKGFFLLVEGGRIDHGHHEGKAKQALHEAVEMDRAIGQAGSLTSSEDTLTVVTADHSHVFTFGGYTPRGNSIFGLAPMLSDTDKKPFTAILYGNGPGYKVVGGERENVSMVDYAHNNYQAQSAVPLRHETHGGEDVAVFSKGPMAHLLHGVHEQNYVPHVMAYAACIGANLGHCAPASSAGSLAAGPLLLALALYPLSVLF
PMI activator – activators of human PMI, primary screen, biochemical, fluorescence intensity, near-Km mannose 6-phosphate. Mannose-6-phosphate isomerase (Homo sapiens), P34949. purified human PMI, coupled resazurin fluorescence, 20 min; hits give high values; 1 = vehicle control, 0 substrate-free wells. activation factor at 20 µM. 190,000 compounds, 0.005% hits. AID 1214, 2008;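 active means activation factor of 2 or more at 20 µM, relative to plate controls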
NF-kB expr up – activators of NF-kB expression in neurons, primary screen, cell-based, HTS; AID 1239, 2008; fold change at 12.5 µM; 190,000 compounds, 1.6% hits; human neuronal cells, NF-kB reporter expression; hits give high values; in the data active means fold change above about 3.3
TNAP inh hiacc – human TNAP enzyme inhibitors, primary screen, biochemical, luminescent, high phosphate acceptor level, uHTS; purified TNAP, CDP-star luminescence, 1 M DEA; 200,000 compounds, 0.03% hits; AID 1135, 2008; Alkaline phosphatase, tissue-nonspecific isozyme (Homo sapiens), P05186; inhibition, % at 20 µM;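 active means over 50% inhibition of tissue-nonspecific alkaline phosphatase at 20 µM in the single-dose screen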;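 further: plate controls were DMSO wells for no effect and EDTA-quenched wells as full inhibition for full effect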
FLuc inhib CS – firefly luciferase enzyme inhibitors, primary screen, artefact control for luciferase-based inhibitor screens, biochemical, luminescence, ATPLite | Luciferin 4-monooxygenase (Photinus pyralis), P08659 | 10 min | inhibition, % at 10 µM | 200,000 compounds, 1.5% hits | AID 1006, 2008;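 active means inhibition above about 50% when tested at 10 µM, limit read from the data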
Target sequence (P08659 whole entry, looked up): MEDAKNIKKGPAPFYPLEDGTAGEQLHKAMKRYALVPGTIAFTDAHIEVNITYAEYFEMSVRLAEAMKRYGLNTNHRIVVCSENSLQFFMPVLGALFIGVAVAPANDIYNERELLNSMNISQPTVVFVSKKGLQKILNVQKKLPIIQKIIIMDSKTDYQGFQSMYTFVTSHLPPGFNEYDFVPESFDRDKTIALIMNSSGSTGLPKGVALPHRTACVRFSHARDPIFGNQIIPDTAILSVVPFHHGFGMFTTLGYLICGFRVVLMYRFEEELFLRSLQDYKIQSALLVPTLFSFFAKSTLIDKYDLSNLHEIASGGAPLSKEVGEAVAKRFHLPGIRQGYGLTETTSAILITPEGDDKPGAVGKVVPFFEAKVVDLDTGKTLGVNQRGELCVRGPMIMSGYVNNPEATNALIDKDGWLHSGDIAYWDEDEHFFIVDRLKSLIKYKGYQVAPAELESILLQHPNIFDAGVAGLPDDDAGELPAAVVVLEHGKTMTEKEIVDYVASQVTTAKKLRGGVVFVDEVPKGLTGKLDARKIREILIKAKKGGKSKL
TNAP act hiacc – TNAP activators at high phosphate acceptor level, primary screen, biochemical, luminescence, uHTS | Alkaline phosphatase, tissue-nonspecific isozyme (Homo sapiens), P05186 | purified TNAP, CDP-star luminescence, 1 M DEA, 30 min; hits give high values; 0 = EDTA background, 1 = DMSO-only activity | activation factor at 20 µM | 200,000 tested, under 10 active;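 active means activation factor at least 2 at 20 µM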
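Control set: EDTA negative control, DMSO positive control / Assay system: human TNAP / Quantity: TNAP 1/800 final / Evaluation: TNAP activation factor scaled between EDTA and DMSO control wells / Measured by: luminescent substrate turnover signal / Compound dosing: one dose, 20 µM / Times: 30 min enzyme reaction at room temperature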
APP 5'UTR act – activators of APP 5'UTR luciferase reporter, primary screen, SH-SY5Y cells. AID 1276, 2008. SH-SY5Y APP 5'UTR luciferase reporter, luminescence; zero percent = DMSO vehicle wells. activation, % at 2 µM. 190,000 compounds, 1% hits;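 active means activation above a set limit, based on mean plus 3 SD of controls, cut at about 140% in these data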; further: values of inactives mirror those of a sister screen read the other way
PMI act satM6P – human PMI activators, high substrate, primary screen, biochemical, fluorescence intensity, near-saturating mannose 6-phosphate | Mannose-6-phosphate isomerase (Homo sapiens), P34949 | coupled PMI enzyme assay, resazurin fluorescence, 20 min; hits give high values; 1 = untreated enzyme, 0 = substrate-free blank | activation factor at 20 µM | 190,000 compounds, 0.34% hits;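 active means activation factor of 2 or more at 20 µM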
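Test system: human phosphomannose isomerase with PGI, G6PDH, diaphorase coupling enzymes / Doses: 20 µM compound, 1% DMSO / Times: enzyme reaction with compound 20 min at room temperature / Measured by: Diaphorase-driven resazurin-to-resorufin fluorescence, excitation 544, emission 590 nm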
FLuc stim CS – FLuc activators, initial screening, artefact control for FLuc-dependent activation tests, biochemical, ATPlite luminescence. activation factor at 10 µM. Luciferin 4-monooxygenase (Photinus pyralis), P08659. ATPlite luciferase biochemical, 10 min; 0 = ATP-free wells, 1 = DMSO control. AID 1027, 2008. 200,000 tested, under 10 active;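 active means luciferase activation factor, scaled between plate controls, of at least 2 with compound at 10 µM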
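Assay system: Luciferase/luciferin detection reagent, cell-free biochemical luciferase assay / Also added: ATP substrate / Schedule: 10 min at ambient temperature / Measured by: luminescence measurement of luciferase light output / Benchmarks: low control with PBS replacing ATP, high control enzyme plus ATP without compound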
* hit, by the source's call; x = no result given. Random draw from the library; about 3.6% have a hit in one of these screens.

SMILES	bIAP activator	TNAP inh noacc	PMI activator	NF-kB expr up	TNAP inh hiacc	FLuc inhib CS	TNAP act hiacc	APP 5'UTR act	PMI act satM6P	FLuc stim CS
CCNc1ccc(P(=O)(c2ccccc2)c2ccccc2)cc1	1	-11	1	0.94	-5	-5	1	9	1	1
CCO[C@@H]1OC(C(=O)NC2CC2)=C[C@H](c2ccccc2)[C@H]1CCCO	1	-4	1	1.1	-6	-2	1.1	16	0.9	1
CCNC(=O)C(Cc1ccccc1)NC(=O)OCc1ccccc1 (stereo not given)	1.1	-11	x	1.4	-4	2	1	-15	x	1
CCC(=Nc1ccc(N)cc1)C1=C(O)C(C(=O)OC)C(C)(C)CC1=O (stereo not given)	1	-9	0.8	0.94	10	1	0.9	x	0.5	1
CCc1cccc(C)c1NC(=S)NCC(c1cccnc1)N1CCOCC1 (stereo not given)	0.9	-16	1	1.7	2	-2	1	13	1.1	1
O=C(N/C(=C/c1ccco1)C(=O)N1CCOCC1)c1cccs1	1.3	-7	0.9	1.2	0	-1	1	-7	0.8	1
O=[N+]([O-])c1cccc(-c2noc(COc3ccccc3)n2)c1	0.9	-7	0.4	1.3	-2	-7	1	2	1	1.1
O=C(Cc1ccccc1)c1c[nH]c(C(=O)NCc2ccncc2)c1	1.1	-17	1.2	1.2	-2	26	1	-12	1.1	0.7
C/C(=N\NC(=S)NCc1ccccc1)c1ccc(Cl)s1	1	-18	0.9	0.98	-2	-7	1	-2	0.8	1.1
O=C(CCN1CCN(CCO)CC1)Nc1ccc(F)c(F)c1	1	-22	1.1	1.1	-10	-5	1.1	9	1.1	1.1
CCS(=O)(=O)N1Cc2ccccc2CC1C(=O)Nc1nnc(SCc2ccc(C#N)cc2)s1 (stereo not given)	0.8	-3	1.1	0.86	0	1	1	-5	0.9	1
COc1ccc(C)cc1S(=O)(=O)N(CC(=O)N1CCCC1)c1ccccc1	1	-8	0.8	1	-3	-2	1	19	0.8	1
CS(=O)(=O)N1CCN(c2ccccc2NC(=O)c2cccc3ccccc23)CC1	1	-25	0.9	0.97	0	-2	1	-4	1	1
CCNc1nc(NC(C)C)nc(N(C#N)CC(=O)OC)n1	1	-4	1.2	0.95	-5	-1	1.1	1	1.2	1
O=C(NCc1ccco1)C1CN(S(=O)(=O)c2ccccc2)CCN1S(=O)(=O)c1ccccc1 (stereo not given)	0.9	-6	0.9	1	-8	-6	1.1	13	0.9	1.1

Profiles as entered above:
O=C(CCN1CCN(CCO)CC1)Nc1ccc(F)c(F)c1 in the list: bIAP activator = 1; TNAP inh noacc = -22; PMI activator = 1.1; NF-kB expr up = 1.1; TNAP inh hiacc = -10; FLuc inhib CS = -5; TNAP act hiacc = 1.1; APP 5'UTR act = 9; PMI act satM6P = 1.1; FLuc stim CS = 1.1
COc1ccc(C)cc1S(=O)(=O)N(CC(=O)N1CCCC1)c1ccccc1 in the list: bIAP activator = 1; TNAP inh noacc = -8; PMI activator = 0.8; NF-kB expr up = 1; TNAP inh hiacc = -3; FLuc inhib CS = -2; TNAP act hiacc = 1; APP 5'UTR act = 19; PMI act satM6P = 0.8; FLuc stim CS = 1

Additional structures follow:
SMILES	bIAP activator	TNAP inh noacc	PMI activator	NF-kB expr up	TNAP inh hiacc	FLuc inhib CS	TNAP act hiacc	APP 5'UTR act	PMI act satM6P	FLuc stim CS
CC(C)CC(=O)Nc1cccc2c1C(=O)N(c1ccccc1)C2=O	1	-12	1	0.94	-3	-9	1	12	1.1	1.1
CN(C)C(=O)Nc1ccccc1CC[N+](=O)[O-]	1	-15	0.9	1.2	-6	-5	1.1	-1	0.8	1.1
COc1ccccc1C(=O)COC(=O)CNS(=O)(=O)c1ccc(C)cc1	0.9	-6	1	1.1	-5	-6	1	30	1	1.1
O=C(CN1CCN(Cc2cccc(Cl)c2)C1=O)NCC1CCCO1 (stereo not given)	1	7	1.1	0.9	-5	-9	1.1	2	1.1	1.1
NC(=O)NNC1=Nc2cccc3cccc1c23	1.1	-30	1	0.99	-4	-7	1	5	0.9	1.1
COc1ccc(C2CC(C(F)(F)F)n3ncc(C(=O)Nc4c(C)n(C)n(-c5ccccc5)c4=O)c3N2)cc1 (stereo not given)	1	-12	1	1.4	-4	-6	1	0	1	1.1
COc1ccccc1/C=C(\C#N)C(=O)Nc1ccc(S(N)(=O)=O)cc1	1.1	-4	0.9	0.94	-3	-6	1	6	0.9	1.1
O=C(NCCc1c[nH]c2ccccc12)c1ccc([N+](=O)[O-])cc1	1	-5	1	1.6	4	10	1	36	1	0.9
O=C(NC(Cc1c[nH]c2ccccc12)C(=O)N/N=C/c1cccnc1)c1cccs1 (stereo not given)	1.2	-2	0.9	0.83	-1	5	1	-10	0.9	0.9
COC(=O)CNC(=O)c1ccc(=O)oc1	1.1	-3	0.9	1.2	-1	-2	1	3	0.9	1
CCN1/C(=C/c2cc[n+](C)cc2)C=Cc2cc(C)ccc21	1	40	0.5	0.78	47	4	0.5	1	0.3	1
O=Cc1c(Cl)nc2ccccn12	0.9	-11	1.1	1.1	-5	-7	1	-10	1.1	1.1
COC(=O)COc1ccc(/C=N/NC(=O)c2ccc(N(Cc3ccccc3)S(C)(=O)=O)cc2)cc1	1	-4	0.8	0.97	5	-2	0.9	17	0.9	1
CCN(C(=O)c1cc2cccc(OC)c2oc1=O)C1CCCCC1	1.2	-12	1.1	1.2	-2	-5	1	-6	1	1
Cc1ccc(CC(=O)N2CCOCC2)cc1	0.9	-8	1	0.98	-1	1	1	1	0.9	1
CC(C)(C)c1ccc(S(=O)(=O)N2CCCCC2)cc1	0.9	-5	0.9	1.1	-3	-8	1	-6	1	1.1
Cc1cccc2cc(C(c3nnnn3Cc3ccccc3)N3CCCc4ccccc43)c(=O)[nH]c12 (stereo not given)	0.7	-19	1	1	-5	-9	1	19	1	1.1
CC(=O)N1CCCC(C(=O)c2ccc3c4c(cccc24)CC3)C1 (stereo not given)	0.9	-8	0.9	0.98	-6	-2	1.1	16	0.8	1
C=CCSc1nnc2c(n1)OC(c1ccccn1)N(C(C)=O)c1ccccc1-2 (stereo not given)	1	-13	1	0.99	-5	-3	1	15	1	1
CSc1ncccc1C(=O)OCC(=O)c1cc2ccccc2o1	1	-8	1	1.1	-6	-4	1.1	-11	0.9	1
Cc1ccc(Nc2cc(C)nc3ncnn23)c(Cl)c1	1.2	2	1	0.97	-2	-6	1	-12	1.1	1.1
CC(C)(C)c1ccc(OCCC(=O)Nc2cccc(S(=O)(=O)N3CCCCC3)c2)cc1	0.9	-4	0.8	0.84	-2	-1	1	-4	0.8	1
Cc1cccc(NC(=O)C2CC(=O)N(c3ccccc3)C2)c1C (stereo not given)	0.9	-1	1.1	0.9	-9	-4	1.1	2	1.1	1
CCOC(=O)NC1(C(F)(F)F)C(=O)N(Cc2ccccn2)C2=C1C(=O)CC(C)(C)C2 (stereo not given)	0.9	-10	1.1	1.1	-3	-10	1	-8	1.1	1.1
O=C(Nc1ccc(F)cc1)C1C(c2ccccc2)C1(Cl)Cl (stereo not given)	0.9	-14	0.9	1.6	-9	-4	1.1	2	0.9	1
O=S(=O)(c1ccccc1)N1CCN(Cc2ccccc2C(F)(F)F)CC1	0.7	-5	0.8	0.93	-6	-9	1.1	17	0.9	1.1
Cc1nn(Cc2ccccc2)c(Cl)c1C(=O)OCC#N	1	-6	1.1	1	0	-2	1	-9	0.9	1
Nc1c(C(=O)c2ccccc2O)cnn1-c1ccc(S(=O)(=O)N2CCOCC2)cc1[N+](=O)[O-]	0.9	5	1	1.1	3	-2	1	-20	1	1
Cc1cc(=O)[nH]c(SCC(=O)c2ccccc2)c1C#N	0.9	-6	1.1	1.1	0	1	1	-14	1.4	1
c1ccc(CNC23CC4CC(CC(C4)C2)C3)nc1	0.9	-16	1	1.2	-4	-6	1	-15	1	1.1
CCOC(=O)c1cc2c(ccn2-c2ccc(F)cc2)n1CC(=O)NC(C)(C)C	1	-6	0.9	1.1	-4	-2	1	3	0.8	1
CCOc1ccc(Cl)cc1CSc1n[nH]c(CC)n1	1.1	-10	0.9	0.86	-2	-3	1	-1	0.9	1
O=C(CSc1nnc(C23CC4CC(CC(C4)C2)C3)o1)Nc1ccc(N2CCOCC2)c(Cl)c1	0.9	-4	1	1.3	5	2	0.9	11	0.9	1

Structural class, the entries above with four or more nitrogen atoms (11)
SMILES	bIAP activator	TNAP inh noacc	PMI activator	NF-kB expr up	TNAP inh hiacc	FLuc inhib CS	TNAP act hiacc	APP 5'UTR act	PMI act satM6P	FLuc stim CS
CCc1cccc(C)c1NC(=S)NCC(c1cccnc1)N1CCOCC1 (stereo not given)	0.9	-16	1	1.7	2	-2	1	13	1.1	1
CCS(=O)(=O)N1Cc2ccccc2CC1C(=O)Nc1nnc(SCc2ccc(C#N)cc2)s1 (stereo not given)	0.8	-3	1.1	0.86	0	1	1	-5	0.9	1
CCNc1nc(NC(C)C)nc(N(C#N)CC(=O)OC)n1	1	-4	1.2	0.95	-5	-1	1.1	1	1.2	1
NC(=O)NNC1=Nc2cccc3cccc1c23	1.1	-30	1	0.99	-4	-7	1	5	0.9	1.1
COc1ccc(C2CC(C(F)(F)F)n3ncc(C(=O)Nc4c(C)n(C)n(-c5ccccc5)c4=O)c3N2)cc1 (stereo not given)	1	-12	1	1.4	-4	-6	1	0	1	1.1
O=C(NC(Cc1c[nH]c2ccccc12)C(=O)N/N=C/c1cccnc1)c1cccs1 (stereo not given)	1.2	-2	0.9	0.83	-1	5	1	-10	0.9	0.9
Cc1cccc2cc(C(c3nnnn3Cc3ccccc3)N3CCCc4ccccc43)c(=O)[nH]c12 (stereo not given)	0.7	-19	1	1	-5	-9	1	19	1	1.1
C=CCSc1nnc2c(n1)OC(c1ccccn1)N(C(C)=O)c1ccccc1-2 (stereo not given)	1	-13	1	0.99	-5	-3	1	15	1	1
Cc1ccc(Nc2cc(C)nc3ncnn23)c(Cl)c1	1.2	2	1	0.97	-2	-6	1	-12	1.1	1.1
Nc1c(C(=O)c2ccccc2O)cnn1-c1ccc(S(=O)(=O)N2CCOCC2)cc1[N+](=O)[O-]	0.9	5	1	1.1	3	-2	1	-20	1	1
O=C(CSc1nnc(C23CC4CC(CC(C4)C2)C3)o1)Nc1ccc(N2CCOCC2)c(Cl)c1	0.9	-4	1	1.3	5	2	0.9	11	0.9	1
